# MEKK2wt PB1 HTS = modulators of MEK5 binding to wildtype MEKK2, primary screen, biochemical, multiplex bead flow cytometry, Alexa488-MEK5; binding response (% of control), % at 10 µM; AID 1531, 2009; 290,000 compounds, 1.1% hits; Mitogen-activated protein kinase kinase kinase 2 (Homo sapiens), Q9Y2U5; Alexa488-MEK5 binding to MEKK2 WT; actives lie on both sides; in the data active = binding response below about 67% or above about 130%
# MEKK2 mut-MEK5 = MEK5 binding signal on mutant MEKK2 PB1, primary screen, biochemical, multiplex bead flow cytometry, Alexa488-MEK5 | percent response, % at 10 µM | Alexa488-MEK5 binding to MEKK2 mutant | 290,000 compounds, 0.35% hits | AID 1530, 2009; in the data active = percent response above about 24%, passing the limit was not always enough; note: inactives centre near 1; some results filed as inactive read as strong as hits; reference of the scale not given here
# DNA FID counter = compounds displacing fluorescent DNA intercalator, primary screen, artefact control for HCV NS3 helicase inhibitor project, biochemical, FID fluorescence. DNA fluorescent intercalator displacement. inhibition, % at 7.9 µM. 290,000 compounds, 0.17% hits. AID 1845, 2009; in the data active = inhibition above about 37%;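 note: 0% = vehicle and 100% = reference compound; higher means more ethidium bromide displaced from hairpin DNA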
# NALP1 inh = NALP1 inflammasome inhibitors in reconstituted yeast, colorimetric, S. cerevisiae, triplicate retest; S. cerevisiae NALP1/ASC/caspase-1 growth, X-gal OD620, 72 h; inhibition, % at 10 µM; 280,000 compounds, 0.61% hits; in the data active = inhibition mostly above about 24%, no sharp cut-off; inactive = mostly below about 32%; note: some compounds called inactive have numbers as strong as hits
# PfM18AAP inh = PfM18AAP inhibitors, malaria aminopeptidase, primary screen, biochemical, QFRET, recombinant enzyme; M18 aspartyl aminopeptidase (Plasmodium falciparum 3D7); H-Glu-NHMec fluorogenic cleavage; inhibition, % at 7.35 µM; 290,000 compounds, 1.2% hits; AID 1822, 2009;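 active = inhibition above the campaign mean inhibition over all tested compounds plus 3 SD, cut at about 28% in these data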;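 note: 0% = plate median of test compound wells and 100% = 2 mM ZnCl2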
# PHOSPHO1 block = PubChem AID 1565; 290,000 compounds, 1.1% hits; inhibition, % at 13.3 µM; recombinant PHOSPHO1, absorbance phosphatase assay; Phosphoethanolamine/phosphocholine phosphatase (Homo sapiens), Q8TCT1; in the data active = inhibition above about 60%
# MEKK3 PB1 HTS = modulators of MEKK3-MEK5 PB1 binding, primary screen, biochemical, wildtype MEKK3, multiplex bead flow cytometry, Alexa488-MEK5; AID 1529, 2009; 290,000 compounds, 1.4% hits; bead-based flow cytometry, Alexa488-MEK5 binding to MEKK3; actives lie on both sides; 0 = blocked by unlabeled MEK5, 100 = vehicle; binding response (% of control), % at 10 µM;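 active = binding response more than 3 SD above or below the average of its plate-row segment, actives on both sides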;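 note: Alexa488 bead fluorescence after subtracting the streptavidin-only scavenger bead signal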
# Target sequence (Q99759 whole entry, looked up): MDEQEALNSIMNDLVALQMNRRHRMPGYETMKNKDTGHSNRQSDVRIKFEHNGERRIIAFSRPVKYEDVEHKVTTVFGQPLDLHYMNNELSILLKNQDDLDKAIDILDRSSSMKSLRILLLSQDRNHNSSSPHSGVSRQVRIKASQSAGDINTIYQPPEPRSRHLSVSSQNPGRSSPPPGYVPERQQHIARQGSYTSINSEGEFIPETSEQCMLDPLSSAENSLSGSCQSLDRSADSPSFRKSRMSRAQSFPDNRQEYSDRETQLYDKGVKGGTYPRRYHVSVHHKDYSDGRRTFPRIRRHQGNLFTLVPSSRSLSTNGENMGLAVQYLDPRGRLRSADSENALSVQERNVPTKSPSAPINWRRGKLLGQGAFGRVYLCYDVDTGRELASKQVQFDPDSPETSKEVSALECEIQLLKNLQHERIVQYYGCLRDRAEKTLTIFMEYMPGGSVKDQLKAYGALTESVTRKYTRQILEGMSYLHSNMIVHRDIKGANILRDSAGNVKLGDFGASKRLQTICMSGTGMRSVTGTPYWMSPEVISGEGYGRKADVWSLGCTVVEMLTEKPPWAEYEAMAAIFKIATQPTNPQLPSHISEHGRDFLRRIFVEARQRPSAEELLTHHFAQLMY
# OXTR agonist = human OXTR agonists, primary screen, fluorescence, CHO-OTR cells, Fluo-8 calcium. Oxytocin receptor (Homo sapiens), P30559. Fluo-8 calcium fluorescence; normalized: DMSO 0%, oxytocin 100%. activation, % at 3 µM. 320,000 compounds, 0.32% hits. AID 2435, 2010;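 active = activation above the mean of all tested compounds plus 3 SD, cutoff set per screening run, cut at about 20% in these data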;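 note: peak over basal fluorescence ratio from a 100 s FLIPR kinetic read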
# GPR7 antagonist = GPR7 receptor antagonists, primary screen, cell-based, fluorescence, single concentration. GPR7-expressing cells, fluorescence antagonist assay. AID 1861, 2009. Neuropeptides B/W receptor type 1 (Homo sapiens), P48145. 290,000 compounds, 1.1% hits. inhibition, % at 4.4 µM; in the data active = inhibition above about 16%, passing the limit was not always enough;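 note: cells stimulated with the agonist NPW; 0% = agonist with vehicle and 100% = vehicle without agonist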
# Target sequence (P48145 whole entry, looked up): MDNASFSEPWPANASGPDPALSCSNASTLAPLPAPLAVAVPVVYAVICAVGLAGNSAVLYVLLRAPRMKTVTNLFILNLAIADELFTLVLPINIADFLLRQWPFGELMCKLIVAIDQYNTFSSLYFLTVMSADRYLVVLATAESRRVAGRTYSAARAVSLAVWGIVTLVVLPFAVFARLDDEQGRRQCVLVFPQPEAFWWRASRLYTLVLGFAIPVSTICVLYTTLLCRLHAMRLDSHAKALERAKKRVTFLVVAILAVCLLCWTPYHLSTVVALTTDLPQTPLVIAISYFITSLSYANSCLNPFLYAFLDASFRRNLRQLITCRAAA
# Numbers without * were called inactive; . = not tested or not shown.
SMILES,MEKK2wt PB1 HTS,MEKK2 mut-MEK5,DNA FID counter,NALP1 inh,PfM18AAP inh,PHOSPHO1 block,MEKK3 PB1 HTS,OXTR agonist,GPR7 antagonist
COC(=O)CSc1nnc(CNC(=O)c2cc(OC)cc(OC)c2)n1-c1ccc(F)cc1,100,-2,-21,-1,1,24,102,-0.2,-7
COC(=O)C1=C(CS(=O)(=O)c2cc(OC)ccc2OC)NC(=O)NC1c1ccc(O)c(OC)c1 (stereo unspecified),101,-3,-7,5,-8,4,101,0.5,-1
Cc1ccc2[nH]c3c(c2c1)CCN(C)C3,114,4,2,11,10,24,100,1.3,-10
O=C(CSc1n[nH]c(-c2ccccc2Br)n1)NCCN1C(=O)CSC1=O,108,3,-3,12,5,-21,105,0.4,-6
COc1ccccc1/C=N/NC(=O)CC(=O)NCc1ccccc1,98,2,-18,15,2,2,96,0.2,-15
Cc1c(C)n(CC(O)CN2CCCCC2)c2ccccc12 (stereo unspecified),99,-5,8,13,-3,-17,92,0.8,-3
S=C(NCc1ccncc1)Nc1ccc(Br)cc1,98,-1,0,22,6,.,95,6.6,-8
COc1ccccc1NCC(O)Cn1c2ccccc2c2ccccc21 (stereo unspecified),99,-2,-8,18,14,-22,99,1.9,6
O=S(=O)(Nc1cccc(CCc2ccccn2)c1)c1ccc(Cl)cc1,98,-3,-21,10,-9,33,99,2.3,-17
CC(=O)Oc1cccc(-c2nc3ccccc3c(=O)o2)c1,102,-7,-6,-20,-2,12,109,-0.6,9
Cc1ccc(C(C)C)c(OCCCn2ccnc2C)c1,113,6,13,15,-3,3,102,6.5,-13
Cc1ccc(CNC(=O)CN2C(=O)COc3ccc(S(=O)(=O)N4CCC(C)CC4)cc32)o1,104,4,-37,12,4,30,100,-1.2,-3
COC(=O)c1c(NC(=O)CCCC(=O)O)sc2c1CCCCC2,98,0,-38,8,30*,26,99,2.0,-3
CC1(C)C=Cc2c(c3ccccc3[nH]c2=O)O1,109,16,-1,29,4,-16,120,-2.5,-13
CN1C(=O)C2C3c4ccccc4C(c4ccccc43)[C@@H]2C1=O (stereo partly specified),105,7,-9,0,12,42,105,-0.8,0
CCOC1CCc2c(C)nc(N)nc2S1 (stereo unspecified),96,1,-2,9,1,14,101,1.6,-3
O=C(CN(Cc1ccccc1)S(=O)(=O)c1ccc(S(=O)(=O)N2CCOCC2)cc1)Nc1ccccc1,110,25,3,49,-5,3,109,-0.3,15
O=C(NCC1CCCCC1)c1cccnc1,108,3,3,15,-2,47,101,-0.4,-13
N#CC12C(N)=NC3(OCCO3)C1(C#N)C1=C(CCC1)NC2c1ccccc1 (stereo unspecified),93,-5,-1,18,-6,5,88,1.2,-1
CC(C(=O)Nc1ccc(O)cc1)c1cccc(C(=O)c2ccccc2)c1 (stereo unspecified),99,0,-8,5,2,15,103,11,-3

# Brought forward from above: seven compounds, then new ones.
SMILES,MEKK2wt PB1 HTS,MEKK2 mut-MEK5,DNA FID counter,NALP1 inh,PfM18AAP inh,PHOSPHO1 block,MEKK3 PB1 HTS,OXTR agonist,GPR7 antagonist
CC1(C)C=Cc2c(c3ccccc3[nH]c2=O)O1,109,16,-1,29,4,-16,120,-2.5,-13
CN1C(=O)C2C3c4ccccc4C(c4ccccc43)[C@@H]2C1=O (stereo partly specified),105,7,-9,0,12,42,105,-0.8,0
CCOC1CCc2c(C)nc(N)nc2S1 (stereo unspecified),96,1,-2,9,1,14,101,1.6,-3
O=C(CN(Cc1ccccc1)S(=O)(=O)c1ccc(S(=O)(=O)N2CCOCC2)cc1)Nc1ccccc1,110,25,3,49,-5,3,109,-0.3,15
O=C(NCC1CCCCC1)c1cccnc1,108,3,3,15,-2,47,101,-0.4,-13
N#CC12C(N)=NC3(OCCO3)C1(C#N)C1=C(CCC1)NC2c1ccccc1 (stereo unspecified),93,-5,-1,18,-6,5,88,1.2,-1
CC(C(=O)Nc1ccc(O)cc1)c1cccc(C(=O)c2ccccc2)c1 (stereo unspecified),99,0,-8,5,2,15,103,11,-3
O=C(CN1C(=O)NC2(CCCC2)C1=O)Nc1ccc(Cl)cc1F,100,4,-5,16,2,19,102,0.2,1
O=C(NCc1ccco1)c1ccc2c(c1)C(=O)N(C1CCCCC1)C2=O,99,0,-4,-5,-6,3,98,0.1,5
O=C(Cc1ccccc1)N1CCc2ccccc21,98,1,-9,15,-9,-3,100,-1.2,4
COc1ccc2[nH]c(=O)c(CN(CCO)S(=O)(=O)c3ccc4c(c3)OCCO4)cc2c1,.,.,-15,3,-13,6,.,0.4,-2
COc1ccc(OC)c(CC(NC(C)=O)C(=O)NC2CCN(c3nc(OC)nc(OC)n3)CC2)c1 (stereo unspecified),104,0,-7,-6,-4,-18,104,0.0,2
Cc1n[nH]c(C)c1S(=O)(=O)N1CCCC(C(=O)NC2CCCCC2)C1 (stereo unspecified),103,6,-10,0,6,-24,106,-0.6,-1
Cc1ccc(C(=O)Nc2nnc(S(=O)(=O)N3CCCCCC3)s2)cc1,101,3,-17,2,3,15,101,1.6,-7
CCc1nnc(NC(=O)CCC(=O)N2CCN(Cc3cc(Cl)ccc3OC)CC2)s1,116,14,-28,15,-4,5,98,0.4,-9
COc1ccc(S(=O)(=O)N(C)CC(=O)N2CCCCC2)cc1Cl,98,11,-16,16,-11,-23,101,-0.9,5
O=C1CSC(c2ccc([N+](=O)[O-])cc2)N1C1CCCCC1 (stereo unspecified),79,-15,-9,-5,-10,-7,92,-3.1,2
Cc1ccc(-n2nc3c(c2NC(=O)/C=C\c2ccc4c(c2)OCO4)CSC3)cc1,103,-2,-12,31,8,-1,110,-1.2,-1
CCCN(Cc1ccccc1)C(=S)Nc1cccc(C(F)(F)F)c1,101,-3,-6,.,-20,-12,100,-1.2,8
COc1ccc(/C=C(/NC(=O)c2ccccc2)C(=O)NCCCn2ccnc2)cc1OC,109,10,4,5,1,17,104,0.4,4
CCOc1cccc2cc(-c3csc(NC(=O)CCC(=O)NCCCN4CCC(C)CC4)n3)c(=O)oc12,119,4,-2,11,4,-152,104,0.1,4
N#Cc1c(N)c(C#N)c(-c2ccc3c(c2)OCO3)c2c1CCCC2,101,2,.,11,.,-22,107,0.2,.
Cc1cc(=O)oc2c3c(cc(OCC(=O)NCC(=O)N[C@H](C(=O)O)C(C)C)c12)OC(C)(C)CC3,106,5,-36,-2,-19,18,100,0.0,-8
CC(NC(=O)c1ccc2c(c1)OCCO2)C(=O)O (stereo unspecified),112,6,2,-3,2,23,109,0.7,20
CCOC(=O)c1[nH]ncc1CN1CCN(Cc2ccc(C)cc2)C(CCO)C1 (stereo unspecified),106,11,-4,14,9,40,100,0.0,-7
N#Cc1nc(Cc2ccccc2)oc1N1CCC(Cc2ccccc2)CC1,94,2,-18,12,-21,-3,96,-0.9,4
Cn1c(=O)[nH]c(=O)c2c1nc(N1CCN(c3ccccc3)CC1)n2CCSc1ncccn1,99,3,-4,-14,0,-7,99,0.2,2

# As entered above:
# Under PfM18AAP inh, O=C(CN1C(=O)NC2(CCCC2)C1=O)Nc1ccc(Cl)cc1F is entered as 2
# Under MEKK2wt PB1 HTS, CCc1nnc(NC(=O)CCC(=O)N2CCN(Cc3cc(Cl)ccc3OC)CC2)s1 is entered as 116
# Under PHOSPHO1 block, CCOc1cccc2cc(-c3csc(NC(=O)CCC(=O)NCCCN4CCC(C)CC4)n3)c(=O)oc12 is entered as -152
# Under MEKK2 mut-MEK5, N#Cc1c(N)c(C#N)c(-c2ccc3c(c2)OCO3)c2c1CCCC2 is entered as 2
# Under OXTR agonist, COc1ccc(S(=O)(=O)N(C)CC(=O)N2CCCCC2)cc1Cl is entered as -0.9
# Under DNA FID counter, Cc1ccc(C(=O)Nc2nnc(S(=O)(=O)N3CCCCCC3)s2)cc1 is entered as -17
# Under MEKK2 mut-MEK5, CCCN(Cc1ccccc1)C(=S)Nc1cccc(C(F)(F)F)c1 is entered as -3

# (more compounds)
SMILES,MEKK2wt PB1 HTS,MEKK2 mut-MEK5,DNA FID counter,NALP1 inh,PfM18AAP inh,PHOSPHO1 block,MEKK3 PB1 HTS,OXTR agonist,GPR7 antagonist
CCN(Cc1ccccc1)C(=O)COC(=O)c1cnc(C)cn1,101,-1,2,7,-11,41,103,0.0,-13
CCNC(=S)Nc1ccc(N2CCCCC2)cc1,91,-11,-6,13,2,-1,106,-0.4,-17
O=C(NCc1ccc(Cl)cc1)c1cccc2c1C(=O)N(CC1CCCO1)C2 (stereo unspecified),98,-1,-37,4,-1,18,100,-1.3,-3
CC(C)CC1NC(=O)N(CC(=O)Nc2ccc3c(c2)CCC3)C1=O (stereo unspecified),100,-1,-17,9,1,22,110,-1.4,-8
O=S(=O)(c1ccc(SCCO)nc1)N1CCCC1,107,4,-1,15,8,-2,104,1.5,-3
COc1ccc(N(CC(=O)NCc2ccc(C)cc2)S(=O)(=O)c2c(C)nn(C)c2C)cc1,99,-1,-18,28,-1,5,98,-1.0,-2
O=C(Nc1ccnn1C1CCN(C/C=C/c2ccccc2)CC1)C1CCCC1,124,12,15,32,-5,51,106,-0.8,-8
COc1ccc(OC)c(CNc2ccc3c(c2)nc(C)n3C)c1,107,4,3,-3,9,.,105,0.9,-4
CC1=CC(=O)C=C(C)C1=NOC(=O)/C=C\c1ccccc1,101,-1,5,-11,14,-12,104,1.0,5
Nc1ccccc1SCC(O)Cn1ccc2ccccc21 (stereo unspecified),102,0,-10,-6,2,.,98,3.0,7
O=C(N/N=C/c1ccccc1)c1c(O)c2ccccc2[nH]c1=O,110,8,16,7,3,-12,107,0.9,3
CCN1CCN(S(=O)(=O)c2cc(C)c(OC)cc2C)CC1,114,4,-1,4,-3,-3,106,-0.4,-7
CN(C)c1ccc(NC(=O)c2ccc(COc3cccc(Cl)c3)o2)cc1,102,0,-8,5,-2,92*,92,-1.2,-15
O=S(=O)(Cc1cc(NCc2ccccc2)nc(-c2ccncc2)n1)c1ccccc1,101,-4,-5,17,0,43,107,-2.2,-6
COc1ccc([N+](=O)[O-])cc1/C=N/NC(=O)/C(=C\c1cccs1)NC(=O)c1ccccc1,106,3,2,4,-4,-10,107,-1.7,-6
COCc1nnc(NC(C)=O)s1,91,-8,1,7,1,40,105,-0.6,-1
O=C(CN1CCOC1=O)N1CCCC(Nc2ccc(F)c(F)c2)C1 (stereo unspecified),100,1,1,3,0,32,105,0.5,-3
